Bioassay records (PubChem BioAssay)
PAFAH1B2 FP inh: blocks human PAF acetylhydrolase 1b catalytic subunit 2; P68402; AID 492953; 340,000 compounds, 1.2% hits; recombinant PAFAH1B2, FP-rhodamine activity probe, fluorescence polarization; inhibition, % at 3.39 µM;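 active = inhibition above the mean of all tested compounds plus 3 SD, cut at about 24% in these data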;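 note: 0% = enzyme with DMSO and 100% = wells lacking PAFAH1B2; many of its hits are not listed in these tables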
Target sequence (P68402 whole entry, looked up): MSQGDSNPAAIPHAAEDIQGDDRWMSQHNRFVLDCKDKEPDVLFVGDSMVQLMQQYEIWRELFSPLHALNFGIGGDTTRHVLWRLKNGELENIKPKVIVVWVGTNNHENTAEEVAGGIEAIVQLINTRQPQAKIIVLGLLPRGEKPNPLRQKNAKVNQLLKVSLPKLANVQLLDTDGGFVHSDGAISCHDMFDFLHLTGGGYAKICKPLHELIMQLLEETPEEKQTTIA
ZTA DNA inh: ZTA (EBV) inhibition in EBNA-1 counter-screen; P03206; ZTA-DNA binding, fluorescence polarization; inhibition, % at 11 µM; 320,000 compounds, 0.15% hits; in the data active = inhibition above about 33%
Target sequence (P03206 whole entry, looked up): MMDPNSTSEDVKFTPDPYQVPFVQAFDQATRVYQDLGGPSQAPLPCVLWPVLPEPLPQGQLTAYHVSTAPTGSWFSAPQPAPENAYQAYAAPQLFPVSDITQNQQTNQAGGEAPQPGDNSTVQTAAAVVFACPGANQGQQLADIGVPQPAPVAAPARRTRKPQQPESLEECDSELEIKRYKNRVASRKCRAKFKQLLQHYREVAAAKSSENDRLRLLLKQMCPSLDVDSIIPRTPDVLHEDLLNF
PAFAH2 FP inh: inhibitors of human PAFAH2; AID 492956; inhibition, % at 3.39 µM; 340,000 compounds, 0.99% hits; Q99487; recombinant PAFAH2, FP-rhodamine activity probe, fluorescence polarization;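 active = inhibition above the mean over all tested compounds plus 3 SD, cut at about 30% in these data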;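 note: inhibitors block probe labeling of enzyme so polarization drops; 0% = enzyme with DMSO and 100% = wells lacking PAFAH2 protein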
EBNA-1 inh: blocks EBNA-1 binding to DNA; 300,000 compounds, 0.34% hits; EBNA-1 DNA binding, fluorescence polarization; inhibition, % at 14.8 µM; in the data active = inhibition above about 28%
PAFAH1B3 inh: inhibitors of human PAFAH1B3; Q15102; recombinant PAFAH1B3, FP-rhodamine probe, fluorescence polarization; inhibition, % at 3.39 µM; 340,000 compounds, 0.28% hits;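 active = inhibition above the screen-wide average of all tested compounds plus 3 SD, cut at about 25% in these data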;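 note: 0% = enzyme with DMSO only and 100% = wells lacking PAFAH1B3 protein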
pPAFAH FP inh: pPAFAH (human) enzyme inhibition | 330,000 compounds, 1.5% hits | inhibition, % at 3.39 µM | recombinant pPAFAH, FP-rhodamine probe fluorescence polarization | AID 463082;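 active = inhibition above the mean inhibition across the screen plus 3 SD, cut at about 25% in these data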;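 note: inhibitors block binding of the rhodamine activity-based probe so polarization drops; 0% = enzyme with DMSO and 100% = wells lacking pPAFAH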
Target sequence (Q13093 whole entry, looked up): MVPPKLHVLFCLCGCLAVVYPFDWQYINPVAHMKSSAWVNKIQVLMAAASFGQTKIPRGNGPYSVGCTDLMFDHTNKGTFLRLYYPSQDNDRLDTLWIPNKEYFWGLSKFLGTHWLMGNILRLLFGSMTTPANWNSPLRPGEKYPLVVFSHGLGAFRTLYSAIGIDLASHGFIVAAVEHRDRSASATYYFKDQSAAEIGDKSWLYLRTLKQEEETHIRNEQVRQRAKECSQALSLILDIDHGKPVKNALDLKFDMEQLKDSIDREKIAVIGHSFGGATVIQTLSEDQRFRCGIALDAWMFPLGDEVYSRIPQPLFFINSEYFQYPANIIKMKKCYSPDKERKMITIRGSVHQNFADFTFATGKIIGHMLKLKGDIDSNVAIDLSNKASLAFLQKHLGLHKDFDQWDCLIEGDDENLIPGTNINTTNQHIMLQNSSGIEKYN
LYPLA2 counter: blocks human lysophospholipase 2, a PME1 counter-screen. AID 2177. inhibition, % at 5.9 µM. recombinant LYPLA2, FP-Rh probe fluorescence polarization. 320,000 compounds, 0.38% hits;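 active = inhibition above the screen-wide mean plus 3 SD, limit set per campaign, cut at about 26% in these data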;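 note: 0% = LYPLA2 with DMSO and 100% = wells lacking LYPLA2 enzyme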
PREPL inh: human PREPL enzyme inhibition. AID 2751. recombinant PREPL, fluorescence polarization activity-based probe. Q4J6C6. inhibition, % at 5.96 µM. 320,000 compounds, 0.68% hits; in the data active = inhibition above about 43%;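 note: 0% = enzyme with DMSO and 100% = wells lacking enzyme; many of its hits are not listed in these tables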
LYPLA1 counter: LYPLA1 (human) inhibition in PME1 counter-screen; AID 2174; recombinant LYPLA1, FP-Rh probe fluorescence polarization; 320,000 compounds, 0.16% hits; inhibition, % at 5.9 µM; O75608;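 active = inhibition above the mean of all tested compounds plus 3 SD, set per campaign, cut at about 14% in these data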;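 note: inhibitors block serine hydrolase probe labeling of LYPLA1 so polarization falls; 0% = enzyme with DMSO and 100% = wells lacking LYPLA1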
* = called active by the depositor; . = not tested or not shown; & = joins results of further samples. An excerpt, so the mix of outcomes need not match the whole.

The first 7 records (preview)
SMILES | PAFAH1B2 FP inh | ZTA DNA inh | PAFAH2 FP inh | EBNA-1 inh | PAFAH1B3 inh | pPAFAH FP inh | LYPLA2 counter | PREPL inh | LYPLA1 counter
Cc1cc(OCC(=O)NC(Cc2c[nH]c3ccc(O)cc23)C(=O)O)c2c(C)c(C)c(=O)oc2c1 (stereo not given) | 13 | -8 | 9 | -5 | -1 | 6 | 3 | -1 | -1
COc1ccc(OCCC(=O)OCC(=O)NCc2ccc(F)cc2)cc1 | 1 | 1 | -7 | 4 | 0 | 14 | -1 | 5 | -1
Cc1ccc(Cl)cc1Nc1nc(N2CCOCC2)nc(N2CCOCC2)n1 | 3 | -10 | 3 | 0 | 3 | 6 | -3 | -1 | -2
COc1cc(N=Cc2c(CO)cnc(C)c2O)cc(OC)c1OC | 1 | -3 | 2 | -2 | 10 | -3 | 4 | 7 | 1
NC(=O)c1ccc(SCC(=O)OCC(=O)NCC2CCCCC2)c([N+](=O)[O-])c1 | 6 | 8 | 1 | -8 | -1 | 6 | -2 | 0 | -3
Cc1ccc(C)c(-n2c(-c3ccco3)n[nH]c2=S)c1 | 3 | -6 | -3 | -1 | 11 | 6 | 7 | 8 | 2
COc1ccccc1N1CCN(C(=O)c2c(-c3ccccc3)noc2C)CC1 | 6 | 9 | 2 | 9 | 10 | 2 | -8 | 17 | 0

The list itself, previewed entries included:
SMILES | PAFAH1B2 FP inh | ZTA DNA inh | PAFAH2 FP inh | EBNA-1 inh | PAFAH1B3 inh | pPAFAH FP inh | LYPLA2 counter | PREPL inh | LYPLA1 counter
Cc1cc(OCC(=O)NC(Cc2c[nH]c3ccc(O)cc23)C(=O)O)c2c(C)c(C)c(=O)oc2c1 (stereo not given) | 13 | -8 | 9 | -5 | -1 | 6 | 3 | -1 | -1
COc1ccc(OCCC(=O)OCC(=O)NCc2ccc(F)cc2)cc1 | 1 | 1 | -7 | 4 | 0 | 14 | -1 | 5 | -1
Cc1ccc(Cl)cc1Nc1nc(N2CCOCC2)nc(N2CCOCC2)n1 | 3 | -10 | 3 | 0 | 3 | 6 | -3 | -1 | -2
COc1cc(N=Cc2c(CO)cnc(C)c2O)cc(OC)c1OC | 1 | -3 | 2 | -2 | 10 | -3 | 4 | 7 | 1
NC(=O)c1ccc(SCC(=O)OCC(=O)NCC2CCCCC2)c([N+](=O)[O-])c1 | 6 | 8 | 1 | -8 | -1 | 6 | -2 | 0 | -3
Cc1ccc(C)c(-n2c(-c3ccco3)n[nH]c2=S)c1 | 3 | -6 | -3 | -1 | 11 | 6 | 7 | 8 | 2
COc1ccccc1N1CCN(C(=O)c2c(-c3ccccc3)noc2C)CC1 | 6 | 9 | 2 | 9 | 10 | 2 | -8 | 17 | 0
COc1cc(Cl)c(C)cc1NC(=O)c1cccc(OC)c1OC | 1 | -13 | 5 | 2 | 7 | -2 | -8 | 5 | -5
Cc1cc(C)c2oc(-c3ccc(C)c(NC(=S)NC(=O)/C=C/c4ccco4)c3)nc2c1 | -7 | 3 | -2 | 1 | -9 | 0 | -1 | -6 | -3
COc1ccc(Cc2noc(CN3CCN(C4CCc5ccccc5C4)CC3)n2)cc1OC (stereo not given) | . | 10 | . | -7 | . | 0 | 12 | 6 | 13
CCC1CCCCN1C(=O)c1sc2nc(C)nc(N(CC)CC)c2c1C (stereo not given) | -5 | 4 | 0 | -3 | 0 | 3 | -3 | -4 | 0
COc1ccccc1/C=C/C(=O)OCC(=O)NNC(=O)c1ccccc1 | 2 | 16 | 14 | 13 | 17 | 18 | 4 | -4 | 2
COc1cc(/C=C/C(=O)O)cc(S(=O)(=O)Nc2cc(C(F)(F)F)ccc2N2CCOCC2)c1OC | 7 | . | 3 | . | 3 | 1 | . | 2 | .
C=C(C)C(=O)OCCCCCCOc1ccc(C(=O)O)cc1 | 23 | -7 | -7 | -13 | 2 | 9 | -8 | -4 | -1
CN(C)CCCNC(=O)C[C@H]1C[C@H](C(=O)N2CCOCC2)[C@@]2(CCC3CCCC3)c3[nH]c4cc(-c5ccco5)ccc4c3CCN2C1=O | -2 | . | -7 | . | 8 | -7 | . | . | .
CCOc1ccccc1N1CC(C(=O)Nc2cccc(S(=O)(=O)N3CCCCC3)c2)CC1=O (stereo not given) | 2 | 2 | 3 | 2 | -1 | 3 | 6 | 3 | 7
Cc1ccc(-c2nn(-c3ccccc3)cc2C(=O)N2CCOCC2)cc1C | 10 | 3 | 18 | 2 | 7 | 3 | 1 | 3 | -1
CC(=O)c1ccccc1NC(=O)COC(=O)C1CCCN1S(=O)(=O)c1ccccc1F (stereo not given) | 0 | 3 | 3 | . | 6 | -5 | -5 | 9 | -1
COC(=O)c1ccc(-c2nc(CN3CCCN(C(=O)c4ccco4)CC3)c(C)o2)cc1 | 3 | 3 | 5 | 1 | 10 | -2 | 2 | 8 | 0
C/C(Cn1nc([N+](=O)[O-])cc1C)=N\NC(=O)c1ccc(O)cc1O | 1 | -3 | 8 | 1 | 3 | 1 | -11 | 25 | 0
COCCNC(=O)c1cn(C)c2ccc(S(=O)(=O)N3CCCCC3)cc2c1=O | 1 | 10 | 1 | 2 | 11 | 4 | -1 | 3 | 1
Cc1cccc(N2C(=O)N3[C@H](c4ccc(Br)cc4)[C@@H]4C(=O)N(C(C)(C)C)C(=O)[C@@H]4[C@]3(C)C2=O)c1 | -3 | -7 | -2 | -14 | 6 | 3 | 3 | -13 | 0
COc1cc(/C=C/C(=O)Nc2nnc(CC(C)C)s2)cc(OC)c1OC | 4 | 15 | -11 | 6 | 3 | -5 | 0 | -7 | -2
Cc1ccccc1Nc1c(-c2cccnc2)nc2ccccn12 | 4 | 1 | -4 | -8 | 6 | -1 | -6 | -32 | 1
COc1ccc(/C(C)=N/N=C(\C)c2ccc(OC)cc2OC)c(OC)c1 | 1 | -18 | -3 | -2 | 6 | -4 | -1 | -5 | -2
O=C(Nc1ccon1)c1csc2ccccc12 | 3 | 5 | -3 | 1 | 6 | 8 | 6 | 2 | 0
CC1c2ccccc2SC(CCCN(C)C)c2ccccc21 (stereo not given) | 5 | -2 | 3 | -1 | 12 | 1 | -2 | -45 | 1
CCn1c(C)c(C)c2cc(C(=O)NCCN3CCOCC3)ccc21 | -5 | 6 | -4 | 8 | -10 | 0 | -11 | -8 | -2
Cc1ccc(N=C/C(C(=O)C(F)(F)F)=C(\O)c2cccs2)cc1 | -1 | 12 | 7 | 2 | -5 | 3 | 3 | -6 | -2
Cc1ccc(OCC(=O)N2CCc3ccccc32)c([N+](=O)[O-])n1 | 1 | -10 | -2 | -2 | 1 | 8 | 12 | 5 | 2
CS(=O)(=O)c1sc(C(=O)NC(=S)Nc2ccc(OC(F)(F)F)cc2)c2c1C=CCC2 | 3 | -26 | 8 | -4 | 10 | 1 | 1 | 13 | 1
CC(=O)c1csc(COc2ccc(Cl)cc2)n1 | 8 | 17 | -6 | 4 | 1 | 4 | -5 | -12 | -5
CCOc1ccc(C(=O)CCC(=O)N(CC)CC(=O)Nc2c(F)cccc2F)cc1 | 2 | 1 | 1 | -9 | 3 | 7 | -5 | 4 | 0
CCOC(=O)C1(CCCc2ccccc2)CCN(C(=O)c2ccoc2)CC1 | -1 | -18 | 1 | -10 | 2 | 0 | 0 | 7 | 0
CCCOC(=O)c1ccc(NC(=O)c2c(Cl)ccc(Cl)c2OC)cc1 | -1 | 0 | -7 | 7 | -14 | -7 | -13 | 16 | -10
CCOC(=O)[C@H](CCc1ccccc1)N[C@@H](C)C(=O)N1CCC[C@H]1C(=O)O | 6&-4 | 10&2 | 0&2 | -1&-1 | 7&-4 | -3&-4 | -1&3 | -2&13 | -3&-3
O=C(Nc1cccc(C(F)(F)F)c1)c1cccnc1 | 5 | -17 | 5 | -12 | 6 | -3 | 4 | 12 | 0
COCCNC(=O)CSCc1nc(-c2ccc(SC)cc2)oc1C | -1 | -6 | 3 | -3 | 0 | 11 | 7 | 9 | 2
O=S(=O)(Nc1nc2ccccc2s1)c1ccc(Cl)s1 | -1 | 10 | 3 | 5 | 2 | 2 | -3 | -4 | -2
COc1cc(C(=O)Nc2ccc3c(c2)OCCO3)ccc1OC(F)F | 3 | 13 | 6 | 0 | 7 | 1 | -4 | 10 | -2
Cc1ccnc(NS(=O)(=O)c2ccc(N)cc2)n1 | 7 | 10 | 4 | 0 | 13 | -1 | -2 | 4 | -2
Cc1cc(C)c(C(=O)/C=C/c2ccco2)c(=O)[nH]1 | 5 | 12 | 11 | -1 | 15 | 8 | -9 | 6 | -3
OCCn1c(Cl)nc2ccccc21 | 7 | 11 | 5 | 6 | 3 | 6 | 3 | 2 | 1
CC(C)CN(CC(C)C)C(=O)C12CCC(C)(C(=O)C1)C2(C)C (stereo not given) | 6 | -8 | -2 | -8 | 7 | 2 | 5 | 8 | 0
CC1=NN(C(=O)COc2ccccc2)C(O)(c2cccnc2)C1 (stereo not given) | 9 | 5 | 4 | -14 | 4 | -2 | -1 | 17 | 0
CCCCCCCCSc1nnc2[nH]c(=O)cc(N)n12 | 5 | -19 | 3 | 8 | 3 | 7 | -3 | 13 | 3
Cc1ccc(N2CN=C(c3ccccc3)NC2=S)cc1 | 1 | 0 | 1 | 1 | 4 | -1 | 2 | 5 | -4
CCCN1C2CCCC1CC(NC(=O)Nc1ccc(C(C)C)cc1)C2 (stereo not given) | 5 | 2 | -1 | -2 | 1 | 1 | -5 | 19 | -3
Cc1ccc(Nc2nnc(SCC(=O)c3cc4ccccc4o3)s2)cc1C | -2 | -4 | -17 | 6 | 3 | 5 | -14 | -27 | -18
O=C(Nc1ccon1)c1ccc(F)c(S(=O)(=O)N2CCCCC2)c1 | 6 | -2 | 5 | 7 | 7 | -3 | 15 | 0 | 3
CN(C)S(=O)(=O)c1cccc(NC(=O)c2ccc(S(=O)(=O)N3CCCC3)cc2)c1 | 2 | -10 | 1 | 1 | 0 | -1 | -4 | -8 | -2
COc1ccc(N(C(=O)C(C)C)S(=O)(=O)c2cccc([N+](=O)[O-])c2)cc1 | 3 | -7 | 15 | -2 | 7 | -1 | 8 | 9 | 2
CC(=O)NCCc1cc2ccc(C)cc2[nH]c1=O | -2 | -2 | -5 | -6 | 1 | 1 | 2 | -3 | 1
COc1ccc(NC(=O)CSCc2cc(=O)n3c(C)csc3n2)cc1 | 1 | -11 | -3 | -4 | 3 | 2 | 6 | 2 | 8
CN(C(=O)CSc1nnc(-c2ccccc2)c(-c2ccccc2)n1)C1CCS(=O)(=O)C1 (stereo not given) | 3 | -8 | -3 | 5 | 11 | 9 | 2 | -4 | 0
